Compound activity: PubChem, several laboratories
HGIII-sPLA2 inh = Blocks human group III sPLA2 activity; QFRET BODIPY PC-A2 liposome hydrolysis, fluorescence; inhibition, % at 12.2 µM; actives 0.56% (n = 370,000); AID 743126;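 active = inhibition above mean plus 3 SD of compounds lying within the high and low control bounds, cut at about 19% in these data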;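 also: 0% = median of test compound wells and 100% = no enzyme DMSO wells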
hcDAF-12 act = activates DAF-12 receptor from parasite H. contortus; HEK293 hcDAF-12 lit1-tk-luc reporter, luminescence; 0% DMSO, 100% Δ7-dafachronic acid; activation, % at 6.8 µM; actives 1.4% (n = 370,000); AID 652067;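 active = activation above the mean of all tested compounds plus 3 SD, cut at about 5.5% in these data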;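 also: 100% = response to 3 µM Δ7-dafachronic acid high control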
hgDAF12 agonist = hgDAF-12 agonism, primary luciferase screen. HEK293 GAL4-hgDAF12 UAS-luciferase reporter, agonist luminescence; normalized to butyrate control. activation, % at 6.8 µM. actives 1.8% (n = 370,000);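 active = activation above a cutoff set at the mean of all screened compounds plus 3 SD, cut at about 10% in these data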;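 also: 0% = DMSO wells and 100% = sodium butyrate wells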
DAX1 inh-1 = DAX1 (NR0B1) inhibition, primary screen; HEK293T StAR-luciferase reporter, SF-1/DAX-1 repression relief; inhibition, % at 6.8 µM; actives 1.1% (n = 370,000); AID 652010;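 active = inhibition above the mean over all tested compounds plus 3 SD, cut at about 3.6% in these data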;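 also: 0% = DAX-1 cells with DMSO and 100% = cells lacking DAX-1 with DMSO; higher inhibition means more luminescence from relief of DAX-1 repression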
DAX1 inh-2 = inhibitors of human orphan nuclear receptor DAX1 (NR0B1). HEK293 Gal4-DAX1 luciferase reporter, luminescence. actives 0.99% (n = 340,000). P51843. AID 504766. inhibition, % at 6.75 µM;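 active = inhibition above the mean over all tested compounds plus 3 SD, cut at about 4.2% in these data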;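 also: 0% = DAX1-transfected cells with DMSO and 100% = empty-vector control cells with DMSO; inhibition shows as a rise in luminescence from relieved DAX1 repression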
Target sequence (P51843 207-470 limits assumed): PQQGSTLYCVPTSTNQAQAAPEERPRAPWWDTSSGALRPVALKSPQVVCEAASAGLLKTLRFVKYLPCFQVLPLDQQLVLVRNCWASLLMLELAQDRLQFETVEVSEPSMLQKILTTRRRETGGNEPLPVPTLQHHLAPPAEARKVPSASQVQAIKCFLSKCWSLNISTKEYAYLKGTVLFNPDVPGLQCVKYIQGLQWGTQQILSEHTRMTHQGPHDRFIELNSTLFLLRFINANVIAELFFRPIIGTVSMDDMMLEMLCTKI
ssDAF-12 act = activates DAF-12 receptor from parasite S. stercoralis. HEK293 ssDAF-12/GRIP1 lit1-tk-luc reporter, luminescence; % of 3 µM dafachronic acid response. activation, % at 6.8 µM. actives 1% (n = 370,000). AID 652126;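 active = activation above the mean over all tested compounds plus 3 SD, cut at about 0.9% in these data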;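 also: 0% = DMSO-only wells and 100% = 3 µM delta7-dafachronic acid wells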
PLCb3 inh = inhibitors of human phospholipase C beta3; Purified PLC-beta3, fluorogenic substrate, fluorescence; inhibition, % at 12.2 µM; actives 0.18% (n = 370,000); in the data active = inhibition above about 11%;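 also: 0% = median of compound wells on plate and 100% = full blocker control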
NR1D1 modulator = modulators of human Rev-erb alpha DNA binding. Rev-erbα–FITC-DNA binding, fluorescence polarization, 90 min. activity, % at 10 µM. actives 0.79% (n = 370,000). AID 1259318;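 active = activity above about 14%, limit read from the data; passing the limit was not always enough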;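 also: 0% = DMSO wells with 35 nM protein and 100% = DMSO wells with 750 nM protein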
Target sequence (P20393 whole entry, looked up): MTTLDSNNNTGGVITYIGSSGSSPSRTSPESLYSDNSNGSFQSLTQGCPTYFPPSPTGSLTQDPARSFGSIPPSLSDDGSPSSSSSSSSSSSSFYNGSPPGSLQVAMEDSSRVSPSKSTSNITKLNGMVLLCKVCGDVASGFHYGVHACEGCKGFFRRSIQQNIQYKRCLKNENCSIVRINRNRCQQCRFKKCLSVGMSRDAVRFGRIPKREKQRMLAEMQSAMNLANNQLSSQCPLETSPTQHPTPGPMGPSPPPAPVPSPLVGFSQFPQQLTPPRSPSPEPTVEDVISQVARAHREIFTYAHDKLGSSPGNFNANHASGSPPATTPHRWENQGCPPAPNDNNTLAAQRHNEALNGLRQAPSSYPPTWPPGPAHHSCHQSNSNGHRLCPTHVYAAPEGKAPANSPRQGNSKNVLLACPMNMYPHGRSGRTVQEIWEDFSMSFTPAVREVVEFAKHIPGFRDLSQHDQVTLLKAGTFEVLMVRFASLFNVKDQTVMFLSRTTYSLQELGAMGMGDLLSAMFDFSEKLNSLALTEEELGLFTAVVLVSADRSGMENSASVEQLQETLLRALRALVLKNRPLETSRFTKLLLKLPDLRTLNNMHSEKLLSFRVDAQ
SMARCA2 activ = increases SMARCA2 function in MMTV reporter cells | MG213 cells, MMTV-luciferase reporter, dexamethasone, overnight | activation, % at 9.1 µM | actives 1% (n = 370,000); in the data active = activation above about 7.8%;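 also: 0% = vehicle wells and 100% = reference activator wells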
PG9 binder = PG9 antibody binding by small molecule; actives 0.43% (n = 360,000); AID 624416; inhibition, % at 6.7 µM; TR-FRET gp120-PG9 antibody binding; in the data active = inhibition above about 8.5%
GAA850 FXN act = activators of GAA850 frataxin (FXN) promoter; HEK293 lucGAA850 FXN promoter luciferase reporter, 24 h; percent of 10 µM SAHA response; activation, % at 6 µM; actives 0.56% (n = 360,000);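 active = activation above the average of all compounds screened plus 3 SD, cutoff fixed separately per campaign, cut at about 7.5% in these data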;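 also: 0% = DMSO wells and 100% = 10 µM SAHA wells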
Starred values were filed as active, the others as inactive; i = inactive; x = no result given.

SMILES | HGIII-sPLA2 inh | hcDAF-12 act | hgDAF12 agonist | DAX1 inh-1 | DAX1 inh-2 | ssDAF-12 act | PLCb3 inh | NR1D1 modulator | SMARCA2 activ | PG9 binder | GAA850 FXN act
Cc1ccc(S(=O)(=O)N2CCN(C(=O)CN3C(=O)c4ccccc4C3=O)CC2)c(C)c1 | 1 | 0.2 | -2.4 | -1.7 | -0.5 | -1.3 | -1 | -2 | 5 | -0.7 | 0.7
COc1ccc(C(=O)Nc2c(Cl)cc(Cl)cc2C(=O)N2CCOCC2)cc1 | 4 | -0.6 | 0.6 | -0.6 | -0.8 | -0.1 | 4 | 2 | 0 | -0.8 | 3.3
O=S(=O)(Nc1ncnc2scc(-c3ccc(F)cc3)c12)c1cc(F)ccc1F | -29 | -0.3 | 0.7 | -0.5 | -1.1 | -1.6 | -27 | 2 | 0 | -1.6 | 2.0
CN(C(=O)c1cccc(NC(=O)Cc2ccc(NC(=O)C3CCN(C(=O)CCc4ccccc4)CC3)cc2)c1)C1CCCCC1 | -52 | 1.2 | 1.5 | -0.8 | -0.1 | -0.8 | 1 | -8 | -4 | 0.4 | -1.2
CCOC(=O)c1ccc(NC(=O)CSc2nc3ncccc3[nH]2)cc1 | -18 | -2.0 | 2.4 | 0.1 | -1.3 | -0.1 | 0 | -5 | 0 | -2.5 | -0.1
COc1ccc(S(=O)(=O)NCc2ccccn2)cc1Cl | 0 | -1.6 | -2.9 | -0.4 | 0.1 | -1.1 | 2 | -4 | 2 | -1.3 | -3.2
Oc1ccc(-c2ccccc2F)c2cccnc12 | 18 | -1.1 | 0.8 | x | x | -1.0 | -71 | 1 | x | x | x
O=C(COC(=O)/C=C/c1cn(-c2ccccc2)nc1-c1ccc2c(c1)OCCO2)NC1CCS(=O)(=O)C1 (centres undefined) | 1 | -0.9 | 1.4 | -0.1 | 0.5 | -1.5 | -58 | 3 | -2 | -0.2 | -2.4
O=C(/C=C/c1ccccc1)NCCc1ccc2c(c1)OCCO2 | 11 | -0.4 | -0.4 | -0.2 | 0.9 | -0.6 | -4 | -4 | 1 | -0.9 | 3.5
COc1cccc(C(=O)Nc2ccc(N(C)C)cc2)c1OC | 17 | 1.6 | 12* | 2.7 | 0.7 | 0.1 | -3 | -2 | -3 | 0.7 | 2.8
Cc1cc(C2=NNC(=NCCc3ccccc3)SC2)c(C)n1CC1CCCO1 (centres undefined) | -6 | -0.8 | 1.8 | 0.1 | -0.6 | -1.1 | -68 | 0 | 0 | 3.4 | 3.4
COc1ccc(Oc2c(C(F)(F)F)oc3cc(OCC(=O)O)ccc3c2=O)cc1 | 10 | -1.0 | -2.8 | -0.3 | 0.7 | -0.2 | -9 | -1 | 0 | -1.8 | 3.2
COc1ccc(CCNC(=O)COC(=O)Cc2c[nH]c3ccccc23)cc1OC | -36 | 3.7 | 2.1 | -0.6 | -0.1 | -0.7 | -4 | -7 | -1 | -0.6 | 1.2
CCCCSc1nn[nH]n1 | 6 | 2.5 | 1.6 | -0.1 | -0.4 | -1.6 | 1 | 4 | 2 | 0.5 | 1.6
Cc1cc(-c2ccc(N3CCOCC3)cc2)nc2ccccc12 | -5 | 15* | 20* | 2.6 | 0.5 | 0.9* | i | 9 | 0 | 2.7 | 8.0*
N#CC1=C2N=C(N)c3ccccc3N2C2=C(C(=O)CCC2)C1c1cccc(Cl)c1 (centres undefined) | -14 | -3.0 | -4.4 | -1.3 | 0.4 | -1.2 | -46 | 5 | -2 | -0.2 | -0.6
Cc1ccsc1C1NC(=O)c2ccccc2N1 (centres undefined) | -4 | -0.1 | 0.7 | 0.1 | -0.3 | -0.8 | -202 | -1 | 1 | 0.1 | 2.2
Cc1ccc(CNc2ccc3c(c2)ncn3C(C)(C)C)cc1 | -15 | 5.3 | 9.3 | 4.1* | 6.6* | 0.6 | -24 | 5 | 2 | -0.6 | 10.0*
O=S1(=O)OCCC(c2ccccc2)N1Cc1ccccc1 (centres undefined) | -1 | -2.3 | 0.4 | 0.0 | 2.9 | -1.0 | 2 | 0 | 2 | 0.7 | -1.5
O=C(O)C1CCN(C(=O)c2ccccc2C(=O)N2CCC(C(=O)O)CC2)CC1 | -4 | -2.0 | 2.4 | 0.2 | 1.3 | -0.6 | 3 | 1 | 0 | 0.4 | 2.6
C#CCOCCOCCOCCNc1nc(N2CCN(C(=O)[C@H]([C@@H](C)O)n3cc(CCCCN)nn3)CC2)nc(N2CCN(C(=O)[C@H](CCCCN)n3cc(CCCC)nn3)CC2)n1 | 8 | -0.8 | 0.3 | 0.3 | 0.9 | -1.2 | 2 | -4 | 0 | 2.6 | -0.6
CC(=O)C1=C(O)C(=O)N(CCN2CCOCC2)C1c1ccc(N(C)C)cc1 (centres undefined) | 6 | -0.8 | -1.2 | 0.3 | 0.3 | -0.9 | -2 | -6 | 0 | -1.8 | -0.7
CN(C)C(=O)c1ccc(NC(=O)c2cc(-c3ccco3)nc3ccccc23)cc1 | -10 | 3.3 | 1.3 | -1.0 | -0.6 | -1.5 | -201 | -24 | 1 | -1.7 | -0.1
CC(=O)NC12CC3CC(C1)CC(C(=O)OCC(=O)NC(=O)c1cccn1C)(C3)C2 | -3 | 0.9 | 3.7 | 0.1 | -1.7 | -0.9 | -6 | 4 | 0 | -1.1 | -0.1
CC1(C)N=C(N)N=C(N)N1c1ccc(CCCCc2ccccc2)cc1 | -3 | -3.9 | -14 | -5.7 | -3.8 | -1.9 | 4 | -3 | -7 | -0.7 | -7.9
COc1ccc(OC)c(CN2CCN(S(=O)(=O)c3ccccc3)CC2)c1 | 1 | -0.1 | -2.5 | 0.0 | 0.8 | -0.5 | -8 | -4 | 0 | -1.2 | 0.0
Cc1ccc(CN(C)C[C@@H]2OCc3cnnn3CCCC(=O)N([C@H](C)CO)C[C@H]2C)cc1 | 10 | -2.1 | 0.5 | 0.1 | 0.5 | -0.7 | 3 | 0 | -4 | 0.2 | 1.5
CCOC(=O)c1ccc(NC(=O)CN2C(=O)CSCC2=O)cc1 | -6 | 2.6 | 3.7 | -1.0 | -1.9 | -0.6 | -1 | 0 | 1 | -0.7 | 0.7
CCOC(=O)c1c(S(=O)(=O)NCC(=O)Nc2cc(C)ccn2)c(C)n(C)c1C | 4 | 1.3 | 3.7 | -0.2 | -0.2 | -1.2 | 3 | 1 | 5 | -2.8 | 4.2
S=c1[nH]cc(-c2ccc(Cl)cc2)n1-c1ccccc1 | 10 | 0.6 | 1.0 | -0.2 | -2.0 | -0.8 | 2 | 6 | 6 | -0.8 | 4.5
Cc1ccc(Cc2c(-c3ccccc3)nc3c4ccccc4ccn23)cc1 | 5 | 3.9 | -0.6 | -0.8 | x | 0.3 | -8 | 5 | 0 | -2.1 | x
Cc1c(C(C)(C)C)s/c(=N/S(=O)(=O)c2ccccc2)n1C | 9 | -1.8 | -2.5 | -0.3 | -1.1 | -0.2 | 1 | 6 | -3 | -0.7 | -0.3
O=C(NCc1ccc2c(c1)OCO2)c1c(O)nc2sccn2c1=O | 2 | -0.1 | 0.8 | 0.6 | 1.3 | -0.4 | -7 | -1 | 1 | -1.4 | 0.7
C[C@@H]1CN([C@H](C)CO)C(=O)c2cc(-c3ccc(C(=O)N(C)C)cc3)cnc2O[C@@H]1CN(C)C(=O)c1cccnc1 | -5 | -1.1 | -2.6 | 0.3 | -0.2 | -1.1 | 0 | -2 | -2 | -2.1 | 0.1
c1coc(C2OCC3(CO2)COC(c2ccco2)OC3)c1 (centres undefined) | -2 | -2.0 | -0.6 | -0.5 | 0.5 | -0.6 | -4 | 0 | -2 | 0.5 | 0.3
COCc1[nH]nc2c1C1(C(=O)N(C)c3ccccc31)C(C#N)=C(N)O2 (centres undefined) | 1 | 0.9 | -2.6 | 0.4 | -0.7 | -1.0 | 4 | 0 | -1 | -0.3 | 2.4
Cc1ccc(C(=O)CSc2n[nH]c(-c3ccco3)n2)cc1C | -22 | 0.2 | -1.4 | 0.2 | 1.3 | -1.9 | -5 | 2 | -1 | -0.9 | 2.5
COc1cc(/C=C2\C(=N)N3N=C(S(C)(=O)=O)SC3=NC2=O)ccc1OCCOc1ccccc1C | -12 | -1.4 | 1.2 | -0.9 | -1.4 | -0.9 | -21 | -4 | 1 | 0.9 | 2.2
COc1ccc(/C=N/n2c(SC)nnc2-c2ccccc2)cc1C | -25 | -2.0 | 1.1 | -0.1 | -0.7 | -1.5 | -1 | -7 | 3 | 2.2 | 0.2
CCCCN(C)C(=O)C1CCCN(S(=O)(=O)c2ccc3c(c2)oc(=O)n3C)C1 (centres undefined) | -2 | 0.4 | -2.1 | 0.4 | -0.1 | -1.4 | 3 | 2 | -4 | -0.6 | -0.2
O=C(c1ccc2nc(N3CCOCC3)sc2c1)N1CCCC1 | 3 | 2.3 | 1.6 | 0.7 | 0.9 | -1.4 | 5 | 2 | 0 | -0.1 | 0.9
Cc1ccc(-n2ncc3c2CCCC3NC(=O)CCCN2CCCCC2=O)cc1C (centres undefined) | -4 | -1.2 | -1.8 | -0.9 | -1.4 | -1.1 | -5 | -3 | 0 | -2.6 | 0.0
CNC(=S)N1CCc2ccccc2C1 | 4 | -1.8 | -0.6 | -0.5 | -0.2 | -0.9 | -6 | -5 | -3 | -1.5 | 1.9
Cc1cccc(OCC(=O)OC(C)CN2CCCCC2)c1 (centres undefined) | -2 | 0.4 | -1.7 | -0.5 | 0.2 | -1.4 | -2 | 0 | 1 | -0.2 | 0.4
O=S(=O)(Nc1ccncc1)c1cc(Cl)ccc1Cl | -58 | -0.5 | 1.4 | 0.2 | 1.0 | -0.1 | -2 | 3 | -1 | 1.4 | -3.0
C=CCn1c(SCc2c(C)noc2C)nc2sc3c(c2c1=O)CCC(C)C3 (centres undefined) | 6 | -2.0 | 0.7 | 0.5 | 1.2 | -1.4 | 8 | -2 | -2 | 1.5 | -1.3
CC(C)(C)OC(=O)N1CCC(NC(=O)c2nc[nH]c2C(=O)NCC(=O)OCc2ccccc2)CC1 | -21 | -1.7 | -3.2 | -1.0 | -2.2 | -1.7 | 5 | 3 | 0 | -1.4 | -5.3
O=S(=O)(NN=C1CCCCCC1)c1ccc(Cl)cc1 | 4 | 1.1 | -0.2 | -0.4 | 0.2 | -0.4 | -6 | 5 | 0 | 0.2 | 1.7
CCCC(=O)Nc1cc(C)c(NC(=O)c2ccco2)cn1 | -5 | -0.2 | -0.6 | 0.1 | -0.4 | -1.3 | 1 | -1 | 3 | -2.1 | 1.3
Cc1cccc(NS(=O)(=O)c2ccc(C)c(C(=O)N(C)C3CCN(C)CC3)c2)c1 | -6 | 0.0 | 3.5 | -0.3 | 1.2 | -1.3 | -1 | 1 | -1 | -1.7 | -0.2
